Bioassay records (PubChem)
BLM helicase inh: Bloom syndrome helicase (human) inhibition; P54132; recombinant BLM DNA unwinding, fluorescence dequenching; Potency, µM (highest dose often 56.1 µM), for inactives: at the top dose activity change, negative = inhibition, most hits filed as inhibitors; 0.2% of 350,000 active; AID 2528;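 also: plate controls were vehicle for no effect and no enzyme for full effect; nearly all actives have a fitted effect of over 35% in size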
APE1 inh: blocks human APE1 abasic DNA cleavage | 0.35% of 350,000 active | recombinant APE1, TAMRA/BHQ-2 abasic DNA cleavage fluorescence | Potency, µM (series often up to 65.8 µM), for the others: at the highest dose activity change, negative = inhibition, hits mostly inhibitors | P27695 | AID 2517;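 also: plate controls were vehicle for no effect and reference inhibitor for full effect; nearly all actives have a fitted effect of over 55% in size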
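Compound pre-exposure to 0.75 nM APE1, 15 min at ambient temperature. Reaction initiated with 50 nM TAMRA/BHQ-2 THF substrate, read immediately in kinetic mode, 525 nm excitation, 598 nm emission.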
* = called active by the depositor; ? = inconclusive; . = not tested or not shown; & = joins results of further samples; [ ] = remark or other dose. Calls follow the shape of the dose curve; as a rule, active = well fitted curve in the direction sought with a large enough effect; inconclusive = small, poorly fitted or top-dose-only effect, or another doubt; inactive = no such curve, though single readings can be large; an effect the other way counts as inactive or inconclusive. Potency is read from the fitted curve at half-maximal effect. The list is partial; the hit share may differ from the screen's.

SMILES	BLM helicase inh	APE1 inh
CC(C)CC1NC(=O)c2cc(Cl)ccc2-n2c1nc1cc(F)ccc1c2=O (stereo unspecified)	.	13%
S=C(NC1CCCCC1)NC1CCCCC1	.	5%
O=C1OC2(c3cc(Br)c(O)c(Br)c3Oc3c2cc(Br)c(O)c3Br)c2c(Cl)c(Cl)c(Cl)c(Cl)c21	.	4.5µM*
Clc1ccc(Cl)c(Cl)c1Cl	.	-2%
CCOC(=O)[C@H](CCc1ccccc1)N[C@@H](C)C(=O)N1Cc2cc(OC)c(OC)cc2C[C@H]1C(=O)O	.	-7%
CC1(c2ccccc2)OC(C(=O)O)=CC1=O (stereo unspecified)	.	4%
Cc1ccc(NC(=O)CN2C(=O)N/C(=C\c3cccn3-c3ccc([S+](N)(=O)[O-])cc3)C2=O)cc1	.	7%
COC(=O)c1ccccc1-c1ccc(/C=c2\sc3nc4cc(Br)cnc4n3c2=O)o1	.	-8%
COc1ccc(CCC(=O)c2c(O)cc(O[C@@H]3O[C@H](CO)[C@@H](O)[C@H](O)[C@H]3O[C@@H]3O[C@@H](C)[C@H](O)[C@@H](O)[C@H]3O)cc2O)cc1O	.	-2%
CO[C@H]1C=CO[C@@]2(C)Oc3c(C)c(O)c4c(O)c(c(/C=N/N5CCN(C)CC5)c(O)c4c3C2=O)NC(=O)/C(C)=C\C=C[C@H](C)[C@H](O)[C@@H](C)[C@@H](O)[C@@H](C)[C@H](OC(C)=O)[C@@H]1C	.	-6%
Cc1ccc2c(c1)-n1c(nc3cc(C)ccc3c1=O)C(Cc1ccccc1)NC2=O (stereo unspecified)	.	-4%
COc1ccc(NC(=O)CSc2nnc(-c3cccc(S(=O)(=O)N4CCCC4)c3)n2-c2ccccc2)cc1	.	35%
CN(C)CCCO[C@@H]1[C@H]2OC(C)(C)O[C@H]2O[C@@H]1C(O)CO (stereo partly specified)	.	15%
CNC(C)[C@@H]1CC[C@@H](N)[C@@H](O[C@H]2[C@H](O)[C@@H](O[C@H]3OC[C@](C)(O)[C@H](NC)[C@H]3O)[C@H](N)C[C@@H]2N)O1 (stereo partly specified)	.	3%[21 µM]
CC(C)(C)C(=O)C1C(=O)c2ccccc2C1=O	.	-1%
CCCN(CCC)C(=O)SCC	.	-1%
O=Nc1ccc(Nc2ccccc2)cc1	.	-2%
Cc1ccc([N+](=O)[O-])c(C)c1	.	21%
CC1(C)S[C@@H]2[C@H](NC(=O)Cc3ccccc3)C(=O)N2[C@H]1C(=O)O (tested in a mixture with another compound)	.	-1%
NC[C@H]1O[C@H](O[C@H]2[C@H](O)[C@@H](O[C@H]3O[C@H](CO)[C@@H](O)[C@H](N)[C@H]3O)[C@H](N)C[C@@H]2N)[C@H](N)[C@@H](O)[C@@H]1O	.	8%&21%
Nc1nnc(-c2ccc3ccccc3c2)o1	.	1%
C=C(NC(=O)C(=C)NC(=O)c1csc(C2=N[C@@H]3c4csc(n4)[C@H]4NC(=O)c5csc(n5)[C@H]([C@](C)(O)[C@@H](C)O)NC(=O)[C@H]5CSC(=N5)C(=CC)NC(=O)C([C@@H](C)O)NC(=O)c5csc(n5)[C@]3(CC2)NC(=O)[C@H](C)NC(=O)C(=C)NC(=O)[C@H](C)NC(=O)C([C@@H](C)CC)NC2C=Cc3c([C@H](C)O)cc(nc3C2O)C(=O)O[C@@H]4C)n1)C(N)=O (stereo partly specified)	.	5%[21 µM]
CCCCCC(CC)COC(=O)CC(C(=O)OCC(CC)CCCC)S(=O)(=O)O (stereo unspecified)	-29%	.
COC(=O)C/C=C/[C@@H](C)[C@@H](Cc1ccccc1Br)OC	6%	4%
COc1cccc([C@@H]2Oc3ccc(OC)cc3C[C@H]2OC(=O)N[C@H]2CCCc3ccccc32)c1	-1%	-5%
CCOC(=O)CN1C(=O)N[C@@H](c2cccc(C(F)(F)F)c2)[C@H](C(=O)OC)[C@H]1C	1%[12.4 µM]	-2%[12.4 µM]
CCCCCCCC1Cc2ccccc2C(C(C(=O)OC)C(=O)OC)N1C(=O)OC (stereo unspecified)	-3%	1%
COC(=O)C1=C(C(=O)OC)[C@@H]2Nc3ccccc3[C@@]23C[C@@H](C(=O)OC)N(S(=O)(=O)c2ccc(C)cc2)C3=N1	0%[12.4 µM]	2%[12.4 µM]
COC(=O)/C(Cc1cc(Br)c(OC)c(Br)c1O)=N/O	1%	-2%
COc1cccc([C@@H]2Oc3ccc(OC)cc3C(=O)[C@H]2OC(=O)Nc2ccc(C)c(Br)c2)c1	-2%	0%
CCCCCCCc1cc2c(cn1)C(=O)C(C)(OC(C)=O)C(O)=C2Cl (stereo unspecified)	-8%	0%
CC(C)C[C@@H](CC(=O)N[C@@H](CCC(=O)O)CC(=O)O)NC(=O)[C@@H]1CCCC[C@H]1NC(=O)C[C@@H](NC(=O)C[C@H](CO)NC(=O)[C@@H]1CCCC[C@H]1N)C(C)C	0%	-10%
COc1ccc(-c2nc(-c3ccccc3)oc2NC(C)C)cc1	4%	5%
NCCC[C@@H](CC(=O)N[C@@H]1CCNC[C@H]1C(=O)N[C@H](CC(=O)N[C@@H](CCC(=O)O)CC(=O)O)Cc1ccccc1)NC(=O)C[C@H](Cc1c[nH]c2ccccc12)NC(=O)[C@@H]1CCCC[C@H]1N	0%	-1%
COc1cc(C)c(CC/C(C)=C/C=C/C(C)=O)c(C)c1C	-5%	-6%
COC(=O)CCCC1=CC2=CC(=O)C(C)(OC(=O)c3ccco3)C(=O)C2=CO1 (stereo unspecified)	-10%	?
COc1ccc(-c2nc(-c3ccccc3)c(Nc3ccc4ccccc4c3)o2)cc1	-2%	-3%
COC/C=C/C1=CC2=CC(=O)C(C)(OC(=O)c3cccs3)C(=O)C2=CO1 (stereo unspecified)	4%	25%
CC(C)[C@@H](CC(=O)N[C@@H]1CCNC[C@H]1C(=O)N[C@H](CC(=O)N[C@@H](CCC(=O)O)CC(=O)O)Cc1c[nH]c2ccccc12)NC(=O)C[C@H](CO)NC(=O)[C@@H]1CCCC[C@H]1N	-2%	2%
COC/C=C/C1=CC2=CC(=O)C(C)(OC(=O)c3cnc4ccccc4n3)C(=O)C2=CN1CCc1ccccn1 (stereo unspecified)	-5%[12.4 µM]	-2%[12.4 µM]
COc1ccc2c(c1)C(=O)[C@@H](OC(=O)NCc1ccco1)[C@H](c1ccc(OC)c(Br)c1)O2	-2%	0%
CCOC(=O)/C=C/CCCC=O	0%	-2%
COC(=O)c1nnc(C(=O)NCc2ccccc2)c2[nH]c3ccccc3c12	1%	12%
CSc1nnc(SC)nn1	3%	1%
C=CCN1c2ccccc2[C@]23C[C@@H](C(=O)OC)N(S(=O)(=O)c4ccc(C#N)cc4)C2=NC(C(=O)OC)=C(C(=O)OC)[C@H]13	0%[12.4 µM]	12%[12.4 µM]
CCCCCCCCCCCCC/C=C/[C@@H](O)C(CO)NC(C)=O (stereo partly specified)	-14%	-17%
O=C(O)C1Cc2c([nH]c3ccccc23)C(c2coc3ccccc3c2=O)N1 (stereo unspecified)	-3%	3%
COC(=O)C(c1ccc(OC)c(OC)c1)C1c2ccccc2C=C(C)N1C(=O)OC (stereo unspecified)	2%	-2%

Compound profiles, from the list above:
`CCOC(=O)/C=C/CCCC=O` in the list: BLM helicase inh: 0%; APE1 inh: -2%
`O=C(O)C1Cc2c([nH]c3ccccc23)C(c2coc3ccccc3c2=O)N1` (stereo unspecified) in the list: BLM helicase inh: -3%; APE1 inh: 3%
`COC(=O)C(c1ccc(OC)c(OC)c1)C1c2ccccc2C=C(C)N1C(=O)OC` (stereo unspecified) in the list: BLM helicase inh: 2%; APE1 inh: -2%

Further results
SMILES	BLM helicase inh	APE1 inh
CCCCC/C=C\C/C=C\CCCCCCCC(=O)NCCc1ccc(O)c(O)c1	-3%	1%
CCCCCCCC1=Cc2ccccc2C(C(C(C)=O)C(=O)OC)N1C(=O)OC (stereo unspecified)	0%[12.4 µM]	-4%[12.4 µM]
COc1ccc2ccccc2c1-c1c(OC)ccc2ccccc12	1%&-2%	-3%&3%
CC#CCN1c2ccccc2[C@]23C[C@@H](C(=O)OC)N(C(=O)c4cccs4)C2=NC(C(=O)OC)=C(C(=O)OC)[C@H]13	0%[12.4 µM]	-1%[12.4 µM]
COc1ccc(-c2nc(-c3ccccc3)oc2Nc2c(C)cccc2C)cc1	3%	-1%
N#CCCCS(=O)(=O)c1nnnn1C1CCCCC1	0%	1%
COC(=O)C1=C(C(=O)OC)[C@@H]2N(Cc3ccccc3)c3ccccc3[C@@]23C[C@@H](C(=O)OC)N(S(=O)(=O)c2cccs2)C3=N1	0%[12.4 µM]	-3%[12.4 µM]
COc1cc2oc(=O)c3c4c(cc5ccc(c1CCN(C)C)c2c53)OCO4	112%[activator]	?
CC(C)=CCCC1(C)C=Cc2c(c(C)cc3c2[nH]c2ccccc23)O1 (stereo unspecified)	-20%	4%
C=CCC(C)(O)C(=O)OCC (stereo unspecified)	-2%	-1%
CC(C)C[C@@H](CC(=O)N[C@@H](CCC(=O)O)CC(=O)O)NC(=O)[C@@H]1CNCC[C@H]1NC(=O)C[C@@H](NC(=O)C[C@H](CO)NC(=O)[C@@H]1CCCC[C@H]1N)C(C)C	0%	-3%
C=CCC(C)(O)c1ccc(OC)cc1 (stereo unspecified)	3%	0%
O=C1Nc2ccccc2C(=O)N2CCC[C@@H]12	-3%	16%
COc1ccc(-c2nc(-c3ccccc3)c(Nc3c(C)cccc3C)o2)cc1	3%	0%
COC(=O)N1C2=C(c3ccccc3[C@@H]1CC(=O)Nc1ccc(Br)cc1)[C@@H]1C(=O)N(c3ccccc3)C(=O)[C@@H]1[C@H](C)C2	-5%[12.4 µM]	-3%[12.4 µM]
COc1cc(/C=C/C(=O)c2c(O)cc(C)oc2=O)ccc1O	1%	24%
CCCCC[C@H](O)/C=C/C=C\C/C=C\CCCCC(=O)O	1%	-4%
COC(=O)N1C2CC3(C)C=C(C)OC1(C)C3c1ccccc12 (stereo unspecified)	1%[12.4 µM]	2%[12.4 µM]
Fc1ccccc1-c1nc(-c2ccccc2)oc1NC1CCCCC1	0%	7%
COc1cccc(CS(=O)(=O)c2nnnn2-c2ccc(F)cc2Br)c1	3%	-3%
CC(C)C[C@@H](CC(=O)N[C@H](CC(=O)N[C@@H]1CCCC[C@H]1C(=O)N[C@H](CC(=O)N[C@@H](CCC(=O)O)CC(=O)O)Cc1c[nH]c2ccccc12)C(C)C)NC(=O)[C@@H]1CCCC[C@H]1N	7.1µM*	-4%
COC(=O)C[C@H]1c2ccccc2[C@H]2C(=C[C@@H](C)[C@H]3C(=O)N(O)C(=O)[C@H]32)N1C(=O)OC	-1%[12.4 µM]	-1%[12.4 µM]
COc1ccccc1C1OC(=O)CC1C(=O)OC[C@@H]1CCCN2CCCCC12 (stereo partly specified)	0%	-4%
COC(=O)[C@@H](NC(=O)O[C@@H]1C(=O)c2cc(OC)ccc2O[C@H]1c1cccc(OC)c1)C(C)C	4%	4%

Arranged by molecular weight (rising): some entries from above
SMILES	BLM helicase inh	APE1 inh
Clc1ccc(Cl)c(Cl)c1Cl	.	-2%
Cc1ccc2c(c1)-n1c(nc3cc(C)ccc3c1=O)C(Cc1ccccc1)NC2=O (stereo unspecified)	.	-4%
CC(C)C[C@@H](CC(=O)N[C@@H](CCC(=O)O)CC(=O)O)NC(=O)[C@@H]1CNCC[C@H]1NC(=O)C[C@@H](NC(=O)C[C@H](CO)NC(=O)[C@@H]1CCCC[C@H]1N)C(C)C	0%	-3%

(listing goes on)
SMILES	BLM helicase inh	APE1 inh
CC/C=C\C/C=C\C/C=C\C/C=C\C/C=C\C/C=C\CCC(=O)O[C@H](COCCCCCCCCCCCCCCCC)COP(=O)([O-])OCC[N+](C)(C)C	-6%	0%
CC/C=C\C/C=C\C/C=C\C/C=C\C/C=C\C/C=C\CCC(=O)NCCCC(=O)O	3%	-4%
CC1(OC(=O)c2ccc(Cl)nc2)C(=O)C=C2C=C(c3ccsc3)OC=C2C1=O (stereo unspecified)	1%	0%
NCCC[C@@H](CC(=O)N[C@@H]1CCNC[C@H]1C(=O)N[C@H](CC(=O)N[C@@H](CCC(=O)O)CC(=O)O)Cc1c[nH]c2ccccc12)NC(=O)C[C@H](CO)NC(=O)[C@@H]1CNCC[C@H]1N	5%	-2%
COc1ccc(-c2nc3c(c4c2C[C@H](c2ccccc2)OC4)CN(S(=O)(=O)c2ccc(C#N)cc2)CC3)c(C)c1	-5%[12.4 µM]	5%[12.4 µM]
CC(C)=CCn1cnc2c1C(NOCc1ccccc1)=NCN2	5%	14%
CC(C)(C)OC(=O)N1CCC[C@H]1C(O)(c1ccccc1)c1ccccc1	-3%	3%
CC(C)C[C@@H](CC(=O)N[C@@H](CCCN)CC(=O)N[C@@H]1CCNC[C@H]1C(=O)N[C@H](CC(=O)N[C@@H](CCC(=O)O)CC(=O)O)Cc1ccccc1)NC(=O)[C@@H]1CNCC[C@H]1N	-2%	3%
CCCCC/C=C\C/C=C\CCCCCCCCCC(=O)NCC(=O)O	0%	3%
CC(C)C[C@@H](CC(=O)N[C@@H](CCC(=O)O)CC(=O)O)NC(=O)[C@@H]1CCCC[C@H]1NC(=O)C[C@@H](NC(=O)C[C@H](CO)NC(=O)[C@@H]1CNCC[C@H]1N)C(C)C	2%	-2%
COCOc1c2c(c(OCOC)c3c(OCOC)cccc13)/C(=N/N[S+](=O)([O-])c1ccc(C)cc1)C1=C2CCCC1	0%	0%
O=C(O)CCC[C@H](O)\C=C/C=C/C=C/[C@H](O)C/C=C\CCCCCO	-2%	0%
